PHOSPHO1 block = blocks human PHOSPHO1 phosphatase activity; Q8TCT1; recombinant PHOSPHO1, absorbance phosphatase assay; inhibition, % at 13.3 µM; 1.1% of 290,000 active; AID 1565; in the data active = inhibition above about 60%
IDE act = boosts human insulin-degrading enzyme activity in HEK cells | FAbeta-B cleavage, fluorescence polarization; 0% vehicle, 100% cell-free pure enzyme wells | activation, % at 5.96 µM | 0.073% of 340,000 active | P14735;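 active = activation above the mean of all tested compounds plus 3 SD, set per screening campaign, cut at about 17% in these data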
MEKK3 PB1 HTS = raises or lowers MEK5 binding to the human MEKK3 PB1 domain; Q99759; bead-based flow cytometry, Alexa488-MEK5 binding to MEKK3; actives lie on both sides; 0 = blocked by unlabeled MEK5, 100 = vehicle; binding response (% of control), % at 10 µM; 1.4% of 290,000 active; AID 1529;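 active = binding response more than 3 SD above or below the average of its plate-row segment, actives on both sides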;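 note: Alexa488 bead fluorescence after subtracting the streptavidin-only scavenger bead signal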
Target sequence (Q99759 whole entry, looked up, the tested form may be a part): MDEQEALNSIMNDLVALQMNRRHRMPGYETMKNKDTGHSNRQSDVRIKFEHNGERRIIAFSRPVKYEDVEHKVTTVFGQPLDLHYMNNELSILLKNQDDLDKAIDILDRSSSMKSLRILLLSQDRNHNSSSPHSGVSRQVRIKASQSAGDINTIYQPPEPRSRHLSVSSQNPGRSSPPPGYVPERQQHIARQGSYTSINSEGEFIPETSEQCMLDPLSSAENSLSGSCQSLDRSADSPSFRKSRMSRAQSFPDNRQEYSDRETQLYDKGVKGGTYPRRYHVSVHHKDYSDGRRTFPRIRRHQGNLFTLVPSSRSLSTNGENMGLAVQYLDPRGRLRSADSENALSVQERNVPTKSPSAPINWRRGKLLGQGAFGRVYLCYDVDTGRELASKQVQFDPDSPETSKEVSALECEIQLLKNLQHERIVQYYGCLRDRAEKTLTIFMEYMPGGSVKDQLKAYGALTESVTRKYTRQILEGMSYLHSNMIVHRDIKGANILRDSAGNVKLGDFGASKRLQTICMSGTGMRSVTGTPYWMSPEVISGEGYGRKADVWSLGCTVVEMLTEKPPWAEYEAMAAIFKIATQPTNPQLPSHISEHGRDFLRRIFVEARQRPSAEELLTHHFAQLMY
IDE inh = cellular human IDE inhibition | P14735 | HEK cells, FAbetaB cleavage, fluorescence polarization | inhibition, % at 5.59 µM | 0.41% of 320,000 active;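 active = percent inhibition above the average of all tested compounds plus 3 SD, set per screening campaign, cut at about 16% in these data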;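 note: IDE supplied by intact live HEK cells; FP after avidin binding of uncleaved biotin substrate so inhibition keeps polarization high; 0% = DMSO wells and 100% = 60 µM reference IDE inhibitor Ii1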
CHRM4 PAM = potentiates acetylcholine response at human M4 receptor. activation, % at 3 µM. CHO-K1 hM4/Gqi5, Fluo-8 calcium fluorescence, ACh EC20; 0% = ACh EC20, 100% = maximal ACh. AID 624126. 0.4% of 360,000 active;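 active = activation above its plate's cutoff, the mean activation of sample wells plus 3 SD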; note: some results filed as inactive read as strong as hits
CRFBP-R2 block = antagonists of CRF-binding protein/CRF-R2 receptor complex. HEK293 CRF-R2/CRF-BP, CRF-induced calcium fluorescence. AID 588475. 0.59% of 350,000 active. inhibition, % at 11.8 µM;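 active = inhibition of the ligand-induced calcium signal above about 50% at the single tested concentration, limit read from the data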
CRFBP-R2 agonist = agonists of human CRF-binding protein/CRF-R2 receptor complex; HEK293 CRF-R2/CRF-BP, calcium dye fluorescence (FLIPR); percent of saturating CRF peptide response; activation, % at 13.2 µM; 0.46% of 350,000 active; AID 588473;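 active = activation of at least 50%, plus an integration ratio under a set limit after plate pattern correction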;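 note: plate controls were neutral control wells without compound for no effect and CRF at EC100 for full effect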
p-CIP stab down = p/CIP protein destabilization. Q05BA5. F442A p/CIP-EGFP cells, EGFP fluorescence, 16 h. decrease of EGFP signal, % at 10 µM. 0.01% of 290,000 active. AID 1984;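 active = EGFP signal decrease of at least 30% at 10 µM or well 3 SD below plate mean, unless failing retest; inactive = the rest, including hits failing retest or dose response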; note: some compounds called inactive have numbers as strong as hits; many of its hits are not listed in these tables
GalR3 antag = blocks the human galanin receptor 3; O60755; HEK293 GalR3-CNG cAMP membrane potential fluorescence; galR3 body fused to GalR1 C-terminus; inhibition, % at 3 µM; 0.44% of 360,000 active;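 active = inhibition above the screen-wide average plus 3 SD, cut at about 13% in these data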;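 note: forskolin and galanin both at EC90 stimulate the cells; cAMP rise reported by CNG channel membrane potential dye signal; 0% = forskolin plus galanin with DMSO and 100% = forskolin alone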
Target sequence (O60755 1-299 limits assumed): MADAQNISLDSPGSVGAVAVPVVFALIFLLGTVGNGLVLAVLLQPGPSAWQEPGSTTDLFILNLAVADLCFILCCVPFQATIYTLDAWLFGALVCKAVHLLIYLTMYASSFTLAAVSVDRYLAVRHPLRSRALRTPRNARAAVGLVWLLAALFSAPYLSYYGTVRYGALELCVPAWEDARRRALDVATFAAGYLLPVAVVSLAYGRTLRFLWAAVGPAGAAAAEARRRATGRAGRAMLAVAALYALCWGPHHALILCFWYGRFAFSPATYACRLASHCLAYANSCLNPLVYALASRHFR
* hit, by the source's call; / = no result given; & = joins results of further samples; [ ] = dose if it differs, or a comment.

SMILES	PHOSPHO1 block	IDE act	MEKK3 PB1 HTS	IDE inh	CHRM4 PAM	CRFBP-R2 block	CRFBP-R2 agonist	p-CIP stab down	GalR3 antag
CN(C)Cc1c(C(=O)N/N=C/c2cccc(OCc3c(F)cccc3Cl)c2)nnn1-c1nonc1N	26	-2	102	-6	-3	9	13	-35	-12
CSC[C@H]1CN(Cc2ccccc2)C(=O)[C@@H]1CC(=O)Nc1ccc(Br)cc1	/	/	/	/	6	14	-1.1	/	-5
O=C(/C=C/c1c(F)cccc1Cl)Nc1ccc(S(=O)(=O)Nc2ncccn2)cc1	19	1	99	0	1	-6	-2.2	-4	1
Cc1c(CC(=O)N2C[C@H]3C[C@@H](C2)c2cccc(=O)n2C3)c(=O)oc2cc3occ(C(C)(C)C)c3cc12	8	3	100	3	4	-10	3.0	2	-5
CC(C)NC(=O)NC(=O)CSc1ccccc1F	7	3	101	9	-1	-11	-0.1	8	-9
O=[N+]([O-])c1ccc(/C=C/C2=NN(c3ccccc3)C(c3ccco3)C2)o1 (stereo unspecified)	-39	-19	15*[inhibitor]	/	-15	-95	66*	-308	-4
N#C/C(=C\c1ccc(N2CCOCC2)o1)C(=O)NCCc1ccccc1	20	-140	99	72*	-13	-297	200*	-104	-2
COC(=O)c1cc2sc(Cl)cc2n1CC(=O)Nc1ccc(OC)c(OC)c1OC	37	8	88	-4	-2	-51	55*	-12	-11
COc1ccc(-c2csc(N(CCCN(C)C)C(=O)c3ccc(F)cc3)n2)cc1	22	3	111	6	50*	-4	4.3	1	-17
CCCc1ccc(C(=O)NNC(=O)c2ccc(Br)cc2)cc1	3	1	105	5	-2	7	-1.0	-16	4
N#Cc1ccc(C(S(=O)(=O)Cc2ccccc2)S(=O)(=O)Cc2ccccc2)cc1	/	/	/	/	2	26	3.2	/	-1
Nc1c(-c2ccccc2)c(CN2CCOCC2)nn1-c1cccc([N+](=O)[O-])c1	44	2	100	3	6	11	0.2	0	-5
COc1ccccc1NC(=O)Cn1cnc2sc(C(=O)NCc3ccco3)c(C)c2c1=O	-20	6	96	6	10	5	-0.2	-9	2
COc1ccc(C(C[N+](=O)[O-])c2c(C)cc3ccccn23)c(OC)c1 (stereo unspecified)	15	0	98	6	6	-23	11	-12	-10
O=C(CC1S/C(=N/N=C/C=C/c2ccccc2)NC1=O)Nc1ccc(Cl)c(Cl)c1 (stereo unspecified)	-12	-2	94	2	14	-15	1.5	-16	2
COc1cc(NC(=O)C(C)C)ccc1NC(=O)c1cc2ccccc2o1	45	1	102	5	-8	-4	0.7	-2	-10
CC(c1ccccc1)N1C(=O)OC(C)(C)C1(C)O (stereo unspecified)	/	6	/	/	17	-6	-2.9	/	-2
Cc1nnc(SCc2cnc(-c3ccc(C(C)C)cc3)s2)n1C	9	-2	101	8	21	17	-0.9	3	-5
CCOC(=O)c1c(C)[nH]c(C)c1S(=O)(=O)NCc1cc(C)ccc1C	18	6	100	2	-3	11	3.1	3	-2
CC(C)(C)CC(C)(C)N1CNC(=S)NC1	-142	1	109	1	-5	5	-0.1	2	-6
COC(=O)[C@H](Cc1ccccc1)N(C)S(=O)(=O)c1cccc(S(=O)(=O)N(C)[C@@H](Cc2ccccc2)C(=O)OC)c1	-24	6	103	-5	-6	3	5.8	-2	-1
COc1ccc(/C=C2/SC(=O)N(NS(=O)(=O)c3ccccc3)C2=S)cc1OC	8	1	103	-1	-6	52*	-0.4	-12	-6
Cc1ccc(NC(=O)c2cc3c(s2)CCCC3)cc1S(=O)(=O)Nc1ccccc1Cl	-9	7	133*	2	-10	-42	2.1	-14	-1
CC[C@H](C)[C@H](NC(N)=O)C(=O)NCCc1ccc(Cl)cc1	42	1	96	5	-2	6	-0.7	-3	-7
CCOC(=O)CCCCC(=O)c1[nH]c(=O)[nH]c1CSc1nc2ccccc2[nH]1	2	-3	90	13	-7	13	0.2	3	3

Overlap with the part before: 2 entries, then new ones.
SMILES	PHOSPHO1 block	IDE act	MEKK3 PB1 HTS	IDE inh	CHRM4 PAM	CRFBP-R2 block	CRFBP-R2 agonist	p-CIP stab down	GalR3 antag
CC[C@H](C)[C@H](NC(N)=O)C(=O)NCCc1ccc(Cl)cc1	42	1	96	5	-2	6	-0.7	-3	-7
CCOC(=O)CCCCC(=O)c1[nH]c(=O)[nH]c1CSc1nc2ccccc2[nH]1	2	-3	90	13	-7	13	0.2	3	3
CC1CCC2(CC1)NC(=O)N(CC(=O)Nc1ccc3c(c1)OCO3)C2=O (stereo unspecified)	/	4	/	0	-3	-2	-0.7	/	-4
O=C(COC(=O)c1ccccc1C(=O)c1ccccc1)NCc1ccc(F)cc1	15	1	97	6	-5	6	-3.5	-1	-4
COc1cc(C(=O)N2CCN(c3ccccn3)CC2)cc(OC)c1OC	24	-2	108	-2	-1	-11	1.9	-5	-3
CSc1ccc(S(=O)(=O)NCc2ccc(Cl)cc2)cc1	7	4	100	4	7	11	-0.6	-2	-6
C=CCn1c(N)c(C(=O)OCCC)c2nc3ccccc3nc21	4	-1	96	2	1	9	-0.1	1	-6
COc1cc(/C=C(/C#N)c2ccc(F)cc2)ccc1Oc1ccc([N+](=O)[O-])cn1	-14	0	108	4	-12	-3	1.9	2	9
COc1ccc(CCNC(=O)NC(C(F)(F)F)C(F)(F)F)cc1OC	-4	-3	93	2	-1	-3	0.1	-18	-1
Cc1ccc(S(=O)(=O)N2CCOCC2)cc1NC(=O)c1cc2c(s1)CCC2	19	-6	103	-4	-4	6	-0.9	5	7
COC(=O)c1sc2nc(C)nc(SCC(=O)C(C)(C)C)c2c1C	-3	1	100	1	-5	-5	0.7	-12	-6
COc1ccc(C)cc1NC(=S)NNC(=O)c1ccccc1Cl	45	4	85	0	0	-17	-1.4	0	-7
COc1cc(/C=C/C(=O)O)cc(S(=O)(=O)N2CCc3ccccc32)c1OC	25	4	104	1	1	16	-1.8	-19	-8
Cc1cccc(C)c1OCC(O)CN1CCc2ccccc2C1 (stereo unspecified)	/	4	/	1	0	-20	0.5	/	-2
O=C(CNCC1CCCO1)N1CCN(S(=O)(=O)c2ccc3ccccc3c2)CC1 (stereo unspecified)	21	-4	101	-3	-8	12	1.8	2	-2
CC1(C)SCC(C(=O)O)N1C=O (stereo unspecified)	-18	5	112	-3	-3	-12	0.8	9	-4
Cc1ccc(C(=O)Cn2c(N3CCOCC3)nc3c2c(=O)n(C)c(=O)n3C)cc1	6	-3	104	4	10	-9	-6.3	4	0
Cc1c(NC(=O)c2ccccc2N)cccc1C(=O)O	21	4	98	-1	-1	-5	-0.8	-4	-6
Cc1c(NS(=O)(=O)c2ccc3c(c2)CCN3C(=O)C2CC2)c(=O)n(-c2ccccc2)n1C	27	0	/	-4	-1	1	-1.0	-13	-1
CC(C(=O)Nc1ccccc1)N(C)CCOc1ccc(Br)cc1 (stereo unspecified)	34	3	102	0	-3	4	-0.2	0	-5
CCn1c2ccc(/C(C)=N\O)cc2c2cc(/C(C)=N\O)ccc21	6	-1	98	4	-1	0	4.6	-7	1
CC(C)(C)c1ccc(C(=O)NN2C(=O)CSC2=S)cc1	-74	-5	101	1	-15	5	1.7	0	-4
COCCn1c(SCC(=O)c2ccc(Cl)cc2)nnc1C(C)C	75*	3	104	-1	-1	8	0.9	-7	-2
CCCNC(=O)CCn1cc(-c2ccc(OC)cc2)nc1-c1ccncc1	20	-3	99	5	4	13	0.2	-4	-2
O=Cc1ccc(N2CCCCC2)cc1	4	1	88	7	20	-4	0.3	4	-5
OCCN1CCN(C(=S)Nc2cccc(C(F)(F)F)c2)CC1	20	6&-1	106	1	0&-4	0&3	-1.8&0.1	0	-5&-6
NNC(=O)CNS(=O)(=O)c1ccc([N+](=O)[O-])cc1	32	4	102	2	7	21	-0.9	-11	-3

Results in PHOSPHO1 block and CRFBP-R2 agonist, for 2 of the compounds above:
SMILES	PHOSPHO1 block	CRFBP-R2 agonist
COc1cc(/C=C(/C#N)c2ccc(F)cc2)ccc1Oc1ccc([N+](=O)[O-])cn1	-14	1.9
COc1ccc(CCNC(=O)NC(C(F)(F)F)C(F)(F)F)cc1OC	-4	0.1

Next part:
SMILES	PHOSPHO1 block	IDE act	MEKK3 PB1 HTS	IDE inh	CHRM4 PAM	CRFBP-R2 block	CRFBP-R2 agonist	p-CIP stab down	GalR3 antag
O=C(NC1CCOCC1)C1CCC(=O)N(CCc2ccc(Cl)cc2)C1 (stereo unspecified)	22	-1	99	3	-1	-2	3.2	11	-5
O=C(Nc1ccc2c(c1)OCO2)C1CCCN(S(=O)(=O)c2cccs2)C1 (stereo unspecified)	23	3	96	-2	9	-4	-1.9	-4	/
Clc1ccc(Cc2ccc(Cl)nn2)c(Cl)c1	28	4	95	4	3	2	-1.3	-11	-5
CN1CCN(C(=O)CCN2C(=O)/C(=C\c3ccc(Cl)cc3Cl)SC2=S)CC1	84*	2	62	2	0	0	0.6	-1	-3
COc1ccc(-n2nc(C(=O)NCC(=O)N3CCC(C)CC3)c3ccccc3c2=O)cc1	47	2	101	4	-6	-6	-4.3	-15	-7
S=C(NCc1ccco1)N1CCN(Cc2ccc(Cl)cc2Cl)CC1	-80	3	95	-3	-11	-5	2.0	-6	-4
COc1ccc(OC)c(CN2C(=O)c3ccccc3C2C(=O)NCC2CCCO2)c1 (stereo unspecified)	-13	7	111	0	-3	6	-0.6	-14	4
CCOC(=O)N1CCN(CC(O)COc2ccccc2C(C)CC)CC1 (stereo unspecified)	-16	2	98	3	1	-1	2.9	-12	1
O=C(/C=C/c1ccc(Cl)cc1)NCc1cccs1	-7	4	97	-5	0	9	-3.2	-6	-3
c1ccc(N2CCN(Cc3ccc4c(c3)OCO4)CC2)nc1	/	/	/	3	-4	4	-2.6	/	-7
Cc1ccc(/C=N/NC(=O)CNC(=O)Cc2ccccc2)o1	2	-2	99	9	-4	10	-2.3	-6	-3
COC(=O)c1ccc2[nH]c(C(C)(C)O)c(C)c2c1	4	7	100	-1	4	-10	2.0	7	-5
c1cncc(-c2nnc(-c3ccco3)o2)c1	18	1	/	-2	-1	-9	-1.3	5	-3
COc1cccc(/C=C/C(=O)NCc2cn3cc(Cl)ccc3n2)c1OC	28	-2	103	-6	-8	-6	-3.6	18	0
Cc1cc(C)c(S(=O)(=O)Nc2nnc(C)s2)c(C)c1	4	4	107	-2	2	1	1.7	-2	-3
O=C(Nc1ccccc1C(F)(F)F)NC1(C(=O)N2CCOCC2)CCCCC1	/	-4	/	/	0	10	1.0	/	-4
Cc1ccc(/C(N)=N/OC(=O)C23CC4CC(CC(C4)C2)C3)cc1	14	1	100	0	-7	-14	-0.6	-4	-1
O=c1[nH]cnc2scc(C3COc4ccccc4O3)c12 (stereo unspecified)	-10	-4	103	-1	0	-10	-0.5	5	2
CCCC(=O)c1cc(F)c(N2CCN(S(=O)(=O)c3ccccc3)CC2)cc1C	1	-2	99	1	10	-3	-0.7	-7	-3
COc1ccc(/C=N/N=C2/CC(C)(C)Cc3n[nH]c(=O)cc32)cc1	21	1	/	-6	3	12	19	-2	-2
Cc1cc(C)n2c(SCc3ccc(Cl)cc3Cl)nnc2n1	15	-1	99	4	10	0	2.1	-11	-5
CCC1(C)Cc2c(sc3nnn(CC(=O)Nc4ccc(Cl)cc4)c(=O)c23)CO1 (stereo unspecified)	-10	7	95	-4	2	-10	-1.7	13	-2
Cc1ccc(C)c(NC(=O)CN(C)C(=O)CN2C(=O)C3CCCCC3C2=O)c1 (stereo unspecified)	/	0	/	-5	1	2	-0.1	/	4
CC(C)c1ccc(NC(=O)COC(=O)c2ccc(CN3CCCC3=O)cc2)cc1	/	-3	/	2	-6	6	-1.1	/	2
Cc1cc(C)cc(C(=O)Nc2ccncc2)c1	/	1	101	10	3	2	-2.2	0	-8

Assay outcomes (PubChem BioAssay)
